# From PubChem BioAssay
# Tau ThT inhib: inhibitors of human tau fibril formation, thioflavin T binding; recombinant tau K18 P301L (four-repeat tau fragment), heparin-induced fibrillization, ThT fluorescence; hit rate 2.1% among 270,000; Potency, µM (series often up to 57.4 µM), without a hit: at the top dose activity, negative = inhibition, actives largely listed as inhibitors; also: % is scaled to controls: 0 for no effect and ±100 for the full control effect; nearly all actives have a fitted effect of over 55% in size
# Target sequence (P10636 561-689 P618L limits assumed): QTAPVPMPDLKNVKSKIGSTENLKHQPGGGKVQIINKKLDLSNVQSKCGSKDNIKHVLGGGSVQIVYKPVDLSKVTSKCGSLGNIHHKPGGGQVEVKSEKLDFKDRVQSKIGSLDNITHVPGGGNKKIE
#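 Heparin-induced fibrillization of the P301L-mutant K18 repeat-domain fragment of human tau was followed by ThT binding in quantitative high-throughput format.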
# RECQ1 inh: inhibitors of human RECQ1 DNA helicase; P46063; RECQ1 DNA unwinding, red fluorescence kinetic read; Potency, µM (series often up to 57.3 µM), for inactives: top-dose activity, negative = inhibition, usual class: inhibitors; hit rate 0.54% among 240,000; AID 2549;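 also: plate controls were vehicle for no effect and no enzyme for full effect; nearly all actives have a fitted effect of over 30% in size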
#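 50 nM RECQ1T1 preincubated 15 min with compound in Tris pH 8.0 buffer with MgCl2, DTT, Tween-20 and 2.5 ug/ml poly(dI-dC); started with 200 nM TAMRA/BHQ-2 forked duplex and 2 mM ATP. Unwinding read as fluorescence (525/598 nm), two reads 2 h apart.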
# Lamin A splicing: modulators of lamin A splicing; Potency, µM (doses to about 46.1 µM), for the others: at the top dose ratio change, negative = inhibition, most hits filed as inhibitors; hit rate 0.01% among 200,000; HeLa LMNA splicing GFP/RFP minigene ratio, 48 h; active = well fitted inhibition curve with a large enough effect in the signal ratio, with a control signal flat, not every such curve was filed as active; inconclusive = small, poorly fitted or top-dose-only effect, or effect the other way, or a change in a side signal; the % refers to the signal ratio; also: % is scaled to controls: 0 for no effect and ±100 for the full control effect
#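 Read-out is the ratio of GFP to DsRed2 object intensity, acquired by 488 nm laser-scanning cytometry on HeLa lamin A-EGFP minigene reporter cells. Compound incubation 48 hrs at 37 °C in Opti-MEM with 2% FBS; DMSO 0.5% final.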
# L3MBTL1 inh: L3MBTL1 (human) inhibition | AlphaScreen L3MBTL1–H3K9me1 peptide binding | hit rate 0.66% among 230,000 | Potency, µM (titrated, usually from 57.1 µM), without a hit: top-dose activity, negative = inhibition, hits mostly inhibitors | Q9Y468; also: % is scaled to controls: 0 for no effect and ±100 for the full control effect; nearly all actives have a fitted effect of over 60% in size
#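 L3MBTL1 (50 nM) pre-complexed 30 min with biotinylated H3(1-15)K9me1 peptide (75 nM), then compounds added for 30 min at room temperature; AlphaScreen streptavidin donor/nickel chelate acceptor beads (10 ug/mL final) read after 30 min dark incubation.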
# ALDH1A1 block: ALDH1A1 (human) enzyme inhibition | P00352 | Purified ALDH1A1, NADH fluorescence, propionaldehyde substrate | Potency, µM (titrated, usually from 75.3 µM), without a hit: top-dose activity, negative = inhibition, hits mostly inhibitors | hit rate 7.3% among 220,000; active = well fitted inhibition curve with a large enough effect, not every such curve was filed as active; inconclusive = small, poorly fitted or top-dose-only effect, or another doubt; inactive = no such curve, though single readings can be large or run the other way;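 also: plate controls were no enzyme wells and a reference inhibitor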
# Target sequence (P00352 whole entry, looked up): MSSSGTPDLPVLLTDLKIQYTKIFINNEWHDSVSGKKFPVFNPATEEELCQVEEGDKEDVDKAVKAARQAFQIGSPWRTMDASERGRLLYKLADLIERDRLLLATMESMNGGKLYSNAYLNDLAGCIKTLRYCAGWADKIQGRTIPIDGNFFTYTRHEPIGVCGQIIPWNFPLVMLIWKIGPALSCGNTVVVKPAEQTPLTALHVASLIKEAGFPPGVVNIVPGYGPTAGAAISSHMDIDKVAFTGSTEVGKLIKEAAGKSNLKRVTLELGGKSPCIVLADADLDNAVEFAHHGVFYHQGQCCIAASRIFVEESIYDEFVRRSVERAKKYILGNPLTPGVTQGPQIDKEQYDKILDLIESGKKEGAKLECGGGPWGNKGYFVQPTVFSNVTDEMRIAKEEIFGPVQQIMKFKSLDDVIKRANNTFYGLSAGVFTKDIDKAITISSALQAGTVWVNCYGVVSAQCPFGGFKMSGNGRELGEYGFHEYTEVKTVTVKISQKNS
# SMN2 splice up: increases expression of the SMN2 splice variant | AID 1458 | hit rate 2.8% among 210,000 | Potency, µM (top dose mostly 46.1 µM), for inactives: at the top dose activity change, positive = activation, hits mostly activators | HEK293 SMN2-luciferase splicing reporter, luminescence, 30-36 h; also: % of control where 0% means no effect; nearly all actives have a fitted effect of over 55% in size
#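 HEK293 cells carry an SMN2 minigene-luciferase reporter in which exon 7 inclusion puts luciferase in frame. Cells were seeded at 2000 cells/well, attached for 10-12 hours, then exposed to compounds for 30-36 hours at 37C before ONE-Glo luminescence.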
# JMJD2E inh: inhibitors of human JMJD2E histone demethylase. JMJD2E catalytic domain, FDH-coupled NADH fluorescence (FDH is formaldehyde dehydrogenase). Potency, µM (highest dose often 57.1 µM), for inactives: at the top dose activity change, negative = inhibition, usual class: inhibitors. hit rate 1.6% among 230,000; active = well fitted inhibition curve with a large enough effect, not every such curve was filed as active; inconclusive = small, poorly fitted or top-dose-only effect, or another doubt; inactive = no such curve, though single readings can be large or run the other way;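 also: 0% = wells with enzyme and -100% = buffer wells without enzyme; nearly all actives have a fitted effect of over 50% in size; many of its hits are not listed in these tables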
# Target sequence (B2RXH2 1-337 limits assumed): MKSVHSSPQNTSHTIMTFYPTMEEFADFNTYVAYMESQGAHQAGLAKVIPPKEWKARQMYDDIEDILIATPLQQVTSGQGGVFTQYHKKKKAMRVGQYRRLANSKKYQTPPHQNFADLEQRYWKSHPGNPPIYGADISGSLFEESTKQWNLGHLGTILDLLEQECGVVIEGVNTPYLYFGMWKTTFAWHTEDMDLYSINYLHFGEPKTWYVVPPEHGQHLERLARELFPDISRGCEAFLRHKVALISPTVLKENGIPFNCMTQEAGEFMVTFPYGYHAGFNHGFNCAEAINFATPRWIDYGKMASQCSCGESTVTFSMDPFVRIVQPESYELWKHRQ
# Luc counter: blocks Kinase-Glo luciferase, a counter-screen artifact | Q27757 | Kinase-Glo luciferase, ATP luminescence, 8 min | Potency, µM (top dose mostly 38.3 µM), inactives show at the top dose activity change, negative = inhibition, usual class: inhibitors | hit rate 0.28% among 200,000; also: % is scaled to controls: 0 for no effect and ±100 for the full control effect; nearly all actives have a fitted effect of over 60% in size
#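 Inhibition of Kinase-Glo luciferase light generation was assessed at 10 uM ATP in pH 7.2 imidazole buffer, with luminescence measured after eight minutes at ambient temperature.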
# * = called active by the depositor; i = inactive; ? = inconclusive; nt = no result given; [ ] = dose if it differs, or a comment. Unless noted, calls follow the shape of the dose curve; as a rule, active = well fitted curve in the direction sought with a large enough effect; inconclusive = small, poorly fitted or top-dose-only effect, or another doubt; inactive = no such curve, though single readings can be large; an effect the other way counts as inactive or inconclusive. Potency is read from the fitted curve at half-maximal effect. An excerpt. The share of hits here may be higher or lower than overall.
(1) CCN(CC)S(=O)(=O)c1ccc(=O)[nH]c1
(2) CC(C)c1ccc(C(O)P(=O)(OCc2ccccc2)c2ccc(N(C)C)cc2)cc1 (configuration not stated)
(3) C/C(=N\NC(=O)Cc1c(C)[nH][nH]c1=O)c1ccc2ccccc2c1
(4) CCOC(=O)C1=C(C)NC(=O)C(C#N)C1c1ccco1 (configuration not stated)
(5) CCOc1ccc(NC(=O)C2CC(=O)N3CCCN=C3S2)cc1 (configuration not stated)
(6) Cc1ccc(C(=O)C(O)C(c2ccc(C)cc2)N2CCCCC2)cc1 (configuration not stated)
(7) CC1CCN(C(=O)C2CCN(S(=O)(=O)c3cccc4nonc34)CC2)CC1
(8) CCC(=O)Nc1c(OC(=O)CC)ccc2c(C)cc(=O)oc12
(9) O=C(Cn1cc(C(=O)c2ccco2)c2ccccc21)NCc1ccco1
(10) COC(=O)c1ccc(C(NC(=O)c2cccnc2)NC(=O)c2cccnc2)cc1
assay / compound	1	2	3	4	5	6	7	8	9	10
Tau ThT inhib	6%	-12%	-15%	3%	?	-25%	-10%	-14%	4%	-2%
RECQ1 inh	-6%	-2%	0%	-13%	i	i	-5%	-14%	-10%	i
Lamin A splicing	-7%[46 µM]	nt	-4%	13%	11%	-13%[9.22 µM]	-1%	-18%	1%	-23%[46 µM]
L3MBTL1 inh	3%	-24%	4%	-4%	-2%	3%	-1%	-5%	-14%	5%
ALDH1A1 block	8%	nt	-2%	-1%	14µM*	12%	?	?	2%	-2%
SMN2 splice up	27%	nt	-3%	?	-2%	4%	?	10%	-25%	11%
JMJD2E inh	-3%	-4%	0%	?	4%	-12%	-2%	4µM*	2%	2%
Luc counter	2%	nt	-2%	-1%	2%	2%	-2%	-1%	-4%	0%

# Brought forward from above: 4 entries, then new ones.
(7) CC1CCN(C(=O)C2CCN(S(=O)(=O)c3cccc4nonc34)CC2)CC1
(8) CCC(=O)Nc1c(OC(=O)CC)ccc2c(C)cc(=O)oc12
(9) O=C(Cn1cc(C(=O)c2ccco2)c2ccccc21)NCc1ccco1
(10) COC(=O)c1ccc(C(NC(=O)c2cccnc2)NC(=O)c2cccnc2)cc1
(11) O=C(CNC(=O)c1ccccc1)NCC(=O)OCC(=O)c1ccc(F)cc1
(12) C/C(=N\N=C(N)N)c1cc(Cl)ccc1Cl
(13) CCOc1ccc(S(=O)(=O)NCc2ccccc2)cc1C(N)=O
(14) CCOC(=O)N1CCC(n2c(SCC(=O)N3CCC(C)CC3)nc3ccccc3c2=O)CC1
(15) CCNC(=S)NNC(=O)c1ccc(=O)n(Cc2ccccc2)c1
(16) COc1ccc(CNC(=O)CCCn2c(SCC#N)nc3cc4c(cc3c2=O)OCO4)cc1
(17) CN(C)C(=O)COC(=O)[C@H](Cc1ccccc1)NC(=O)c1ccco1
(18) Cn1c(=O)c2c(nc(NCc3ccccc3)n2C)n(C)c1=O
(19) Cc1ccc(/C=N/NC(=O)c2cc(-c3cccnc3)nc3ccccc23)cc1
(20) CCc1ccccc1Nc1ccc(C(=O)O)cc1N
assay / compound	7	8	9	10	11	12	13	14	15	16	17	18	19	20
Tau ThT inhib	-10%	-14%	4%	-2%	4%	12%	-2%	?	-6%	5%	-2%	-6%	-3%	?
RECQ1 inh	-5%	-14%	-10%	i	10%	21%	i	-15%	26%	-6%	i	3%	-7%	-9%
Lamin A splicing	-1%	-18%	1%	-23%[46 µM]	-6%	?	?	?	nt	-8%	9%	0%	?	5%
L3MBTL1 inh	-1%	-5%	-14%	5%	-9%	-1%	-2%[11.4 µM]	1%	nt	2%	nt	2%	1%	nt
ALDH1A1 block	?	?	2%	-2%	-10%	10%	4%	?	?	-7%	-16%	11%	15%	?
SMN2 splice up	?	10%	-25%	11%	23%	-8%	-15%	-23%	?	-22%	0%	-21%	-38%[inhibitor]	?
JMJD2E inh	-2%	4µM*	2%	2%	-2%	0%	3%	-2%	-4%	-11%	-4%	-8%	-5%	?
Luc counter	-2%	-1%	-4%	0%	-8%	1%	5%	2%	-1%	-3%	-1%	-3%	0%	2%

(21) COc1cc(NC(=O)c2cc(-c3cccnc3)nc3ccc(C)cc23)c(OC)cc1Cl
(22) COc1cccc(/C(O)=C2/C(=O)C(=O)N(CCCN(C)C)C2c2cccc(Cl)c2)c1 (configuration not stated)
(23) O=C(O)CNC(=O)c1ccc2c(c1)OCCO2
(24) CCN1CCN(CC(=O)c2c(C)n(C)c3ccc(OC)cc23)CC1
(25) O=C(CNS(=O)(=O)c1ccc(Cl)cc1)NNC(=O)c1cccnc1
(26) Cc1ccccc1OCC(=O)NNC(=O)c1ccc(-c2ccccc2)cc1
(27) Cc1ccccc1-n1c(=O)cc(N2CCc3ccccc32)[nH]c1=O
(28) O=C(N/N=C/c1ccc(-c2ccc(S(=O)(=O)Nc3ncccn3)cc2)o1)c1cc2ccccc2cc1O
(29) O=C(CC1C(=O)NCCN1Cc1cccc(Oc2ccccc2)c1)NCCCn1cccn1 (configuration not stated)
(30) CC1=NN(c2ccccc2)C(=O)/C1=C/c1cc2cc(C)ccc2nc1N1CCCCC1
assay / compound	21	22	23	24	25	26	27	28	29	30
Tau ThT inhib	-1%	-11%	2%	-8%	-13%	-18%	-17%	14µM*	-14%	?
RECQ1 inh	-13%	-9%	-1%	-2%	-10%	-1%	-5%	3.5µM*	i	15%
Lamin A splicing	?	4%	12%	-11%	nt	-10%	-13%	-4%	nt	6%[0.0737 µM]
L3MBTL1 inh	0%	9%	0%	-6%	47%[activator]	-10%	-3%	nt	-8%	-17%
ALDH1A1 block	11%	1%	1%	-2%	-10%	6%	?	?	0%	?
SMN2 splice up	-5%	-9%	22%	-14%	4%	-3%	-2%	?	nt	?
JMJD2E inh	1%	5%	?	-3%	-7%	0%	-14%	?	-13%	?
Luc counter	0%	-2%	-8%	-3%	3%	7%	1%	-5%	nt	-2%

(31) COc1ccc2[nH]c(C(=O)Nc3ncc(C)cc3Br)cc2c1
(32) CN(C(=O)Nc1ccc(Cl)c(Cl)c1)c1ccccc1C(=O)O
(33) CC1(C)CC(=O)C(CC2=C(O)CC(C)(C)CC2=O)C(=O)C1
(34) CCOC(=O)NC1(C(F)(F)F)NC(=O)N(c2ccc(F)cc2)C1=O (configuration not stated)
(35) CCOC(=O)/C=C/C(=O)Nc1cccc([N+](=O)[O-])c1
(36) O=S(=O)(c1ccc(N2CCCC2c2nc3ccccc3s2)nc1)N1CCOCC1 (configuration not stated)
(37) COc1ccccc1C(=O)OCc1c(F)cccc1Cl
(38) CC(C)C(C(=O)NC(C)(C)C)N1C(=O)c2ccccc2C1=O (configuration not stated)
(39) O=C(CCS(=O)(=O)c1ccccc1)Nc1ccc2c(c1)OCO2
(40) Cc1ccc(Cn2nc(C)c(NC(=O)c3noc4c3CCCCC4)c2C)cc1
assay / compound	31	32	33	34	35	36	37	38	39	40
Tau ThT inhib	?	2%	14µM*	8%	1%	-11%	-4%	-9%	-12%	-2%
RECQ1 inh	-2%	-3%	-10%	-2%	1%	-6%	-2%	i	-12%	-5%
Lamin A splicing	nt	-1%	7%	-7%	nt	23%	0%	10%	6%[46 µM]	?
L3MBTL1 inh	-4%	0%	7%	8%	-1%	0%	25%	nt	-15%	-2%
ALDH1A1 block	-10%	?	11µM*	2%	-1%	?	8%	10%	?	?
SMN2 splice up	nt	6%	-7%	-2%	nt	-18%	4%	-1%	nt	-33%[inhibitor]
JMJD2E inh	?	?	-13%	-2%	4%	5%	-6%	1%	3%	3%
Luc counter	nt	-1%	0%	4%	-4%	-7%	-4%	-6%	-1%	-3%

(41) O=C(CCNc1n[nH]c(=O)[nH]c1=O)N1CCCCC1
(42) CCCN1CC(CSC)C[C@H]2c3cccc4[nH]cc(c34)C[C@H]21 (some centres not stated)
(43) O=C(Nc1ccc2c(c1)CCC2)C1CCCN(c2ncccn2)C1 (configuration not stated)
(44) CCCc1nc2oc3c(=O)[nH]cnc3c2c2c1CCCC2
(45) Cc1ccc(CC2C(=O)N(CC(=O)O)C(=O)C2C)cc1 (configuration not stated)
(46) CC(NC(=O)c1cc(-c2cccs2)on1)c1ccccc1 (configuration not stated)
(47) CC(OC(=O)c1ccccc1O)C(=O)Nc1ccc(Cl)cn1 (configuration not stated)
(48) CCOC(=O)C1CCN(C(=O)COc2cc(C)c(Br)cc2C)CC1
(49) CCN(CC)c1ccc(CN(C(=O)c2ccco2)C2CCS(=O)(=O)C2)cc1 (configuration not stated)
(50) CC(C)Nc1nc(NC(C)C)nc(Oc2ccc(OCc3ccccc3)nn2)n1
(51) CCC(C)NC(=O)c1ccccc1NC(=O)C(C)N(c1ccccc1)S(C)(=O)=O (configuration not stated)
(52) CC1(C)Cc2nc(Cl)c(C#N)cc2CO1
assay / compound	41	42	43	44	45	46	47	48	49	50	51	52
Tau ThT inhib	10%	-1%	-7%	10%	-9%	2%	-3%	-8%	-6%	-13%	4%	8%
RECQ1 inh	i	-2%	i	-2%	i	i	-1%	i	14%	-4%	-22%	i
Lamin A splicing	8%	nt	?	-5%	15%	9%	?	?	1%	10%	-16%	nt
L3MBTL1 inh	6%	nt	0%	3%	nt	11%	-2%	6%	-16%	nt	7%	7%
ALDH1A1 block	0%	-2%	-6%	3%	-7%	0%	?	6%	22µM*	8%	15%	8%
SMN2 splice up	-12%	-28%	13µM*	-2%	3%	-10%	8%	-37%[inhibitor]	-3%	12%	-1%	5%
JMJD2E inh	1%	-6%	-27%	10%	6%	-6%	nt	-3%	-5%	2%	?	4%
Luc counter	0%	-9%	-4%	0%	17%	-3%	5%	-4%	-6%	-3%	-2%	1%
